Source: PubChem
NR2E3 ag-1 = human photoreceptor-specific nuclear receptor agonism; inhibition of corepressor binding, % at 3.98 µM; 360,000 compounds, 0.35% hits; Q9Y5X4; AID 602229; CHO-S Gal4-NCOR/VP16-NR2E3 two-hybrid, luciferase;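 active means inhibition above the mean of all tested compounds plus 3 SD, cut at about 70% in these data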;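 further: 0% = DMSO with NR2E3 transfected cells and 100% = cells lacking NR2E3 construct; higher means lower luciferase signal from less NR2E3 corepressor binding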
Target sequence (Q9Y5X4 whole entry, looked up, the tested form may be a part): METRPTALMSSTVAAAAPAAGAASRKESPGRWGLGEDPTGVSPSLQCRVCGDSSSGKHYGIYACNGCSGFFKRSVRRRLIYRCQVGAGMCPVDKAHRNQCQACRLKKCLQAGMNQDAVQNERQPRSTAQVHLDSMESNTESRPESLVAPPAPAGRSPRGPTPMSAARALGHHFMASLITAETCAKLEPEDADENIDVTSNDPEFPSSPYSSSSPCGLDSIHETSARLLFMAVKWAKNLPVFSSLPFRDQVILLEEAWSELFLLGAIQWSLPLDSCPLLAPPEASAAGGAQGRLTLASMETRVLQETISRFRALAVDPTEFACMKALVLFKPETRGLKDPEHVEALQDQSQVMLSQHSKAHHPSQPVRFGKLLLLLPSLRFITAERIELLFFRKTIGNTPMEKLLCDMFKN
HIF-2a block = blocks HIF-2a reporter activity | 786-0 RCC cells HIF-2a reporter, luciferase luminescence, overnight | inhibition, % at 18.8 µM | 360,000 compounds, 0.72% hits | AID 624352;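 active means inhibition of the luminescence signal of 40% or more relative to plate controls, in a single-dose primary screen at 18.75 µM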
TROY NFkB inh = blocks TROY-dependent signaling in reporter cells. Q293 LMP1-TROYcd NF-kB luciferase reporter, 4 h. inhibition, % at 10 µM. 360,000 compounds, 0.98% hits. AID 1347056;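 active means compounds whose plate-normalised and pattern-corrected inhibition of the luciferase reporter signal at the single screening dose is 50% or more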
TRAIL sens C8 = sensitizes caspase-8 expressing cells to TRAIL | NB7+C8 cells + TRAIL, ATPlite viability luminescence | inhibition (viability loss, TRAIL sensitization), % at 10 µM | 360,000 compounds, 1% hits | AID 624354;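 active means compounds causing at least 50% loss of cell viability in the single-dose screen, relative to plate controls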
Peg3 promoter = Peg3 promoter activity inhibition; inhibition, % at 20 µM; HeLa PEG-Prom luciferase reporter, luminescence, overnight; 360,000 compounds, 1.7% hits; AID 588405;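 active means inhibition of at least 50% at 20 µM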
CF NFkB block = inhibitors of cystic fibrosis induced NF-kB. KKLEB NF-kB-GFP reporter, PAF-induced, GFP fluorescence overnight. inhibition, % at 5 µM. 360,000 compounds, 0.86% hits;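 active means at least 50% inhibition at 5 µM, scaled per plate between neutral and stimulator controls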;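 further: PAF is a Pseudomonas aeruginosa culture filtrate used as stimulus; plate controls were PAF-stimulated DMSO wells for no effect and unstimulated DMSO wells for full effect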
Shn3 3UTR inh = Schnurri-3 reporter inhibition in Clone20 osteoblasts | Clone20 osteoblast Shn3 3'UTR firefly luciferase, 24 h | inhibition, % at 12.5 µM | 360,000 compounds, 0.52% hits | AID 588674;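 active means mean inhibition of at least 75% with every replicate also reaching 75%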;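 further: 0% = median of neutral control wells and 100% = pilot-screen positive control compound; some compounds past the cut are filed as inactive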
NR2E3 ag-2 = NR2E3 (human) agonism | inhibition of corepressor binding, % at 4.78 µM | GST-NR2E3/biotin-RetCOR TR-FRET, 1536-well | AID 2300 | Q9Y5X4 | 320,000 compounds, 0.12% hits;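 active means percent inhibition above the cutoff of mean plus 3 SD of all tested compounds, set per screening campaign, cut at about 20% in these data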;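 further: 0% = DMSO wells and 100% = biotin wells as full block of FRET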
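Material: NR2E3–RetCOR corepressor complex / Incubation: Compound–protein incubation for 5 h at 4 °C / Dosing: compound at 4.8 µM, single dose / Detection: time-resolved FRET / Benchmarks: high control biotin, low control 0.6% DMSO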
KKLEB cytotox = reduces viability of KKLEB cystic fibrosis airway cells; activity change (cytotoxicity), % at 5 µM; 360,000 compounds, 0.36% hits; AID 602141; KKLEB CF airway cells viability, ATPlite luminescence, overnight; stronger effect = lower value; cells stimulated with P. aeruginosa culture filtrate;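 active means corrected activity change at or below -50% at 5 µM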
MITF TRPM1 inh = reduces MITF-dependent TRPM1 promoter luciferase signal; AID 488899; SK-MEL-5 TRPM1 promoter luciferase, 24 h; 330,000 compounds, 0.83% hits; inhibition, % at 12.5 µM;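 active means mean inhibition across replicates of 60% or more, whatever share of single replicates reaches that level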; further: values of inactives mirror those of a sister screen read the other way
TWEAK Fn14 block = blocks TWEAK-Fn14 interaction in a reporter cell assay. 360,000 compounds, 2% hits. TWEAK-stimulated Fn14 reporter cells, luciferase luminescence, 8 h. inhibition, % at 10 µM; in the data active means inhibition above about 50%
An asterisk follows results filed as active; · = not tested or not shown. Not all compounds are listed; count on the stated rates, not on these rows.

SMILES | NR2E3 ag-1 | HIF-2a block | TROY NFkB inh | TRAIL sens C8 | Peg3 promoter | CF NFkB block | Shn3 3UTR inh | NR2E3 ag-2 | KKLEB cytotox | MITF TRPM1 inh | TWEAK Fn14 block
CCOc1ccc(C(=O)N2CCn3c2nc2ccccc23)cc1 | -22 | -86 | -11 | -8 | -51 | -3 | -9 | 0 | 12 | -15 | -17
CNC(=O)c1ccc(Nc2nnc(-c3ccc(C(N)=O)cc3)c3ccccc23)cc1 | -8 | 11 | -26 | 13 | 7 | -24 | 0 | -2 | 4 | 9 | 5
CC1CCCC(C)N1C(=O)COc1ccc([N+](=O)[O-])cc1Cl (stereo not drawn) | -18 | -28 | 4 | 4 | -18 | -8 | -2 | 2 | 2 | -8 | 1
COc1cccc(/C=N/Nc2nn3cnnc3c3ccccc23)c1O | -23 | 13 | 5 | 19 | 22 | -15 | 37 | -4 | 2 | 1 | 15
Cc1cc(=O)[nH]c(SCC(=O)Nc2ccc(C(=O)O)cc2)n1 | 15 | -13 | 1 | -14 | 2 | 8 | 0 | 3 | 10 | -10 | -7
CN1C(=O)/C(=C2\SC(N)=NC2=O)c2ccccc21 | 8 | 3 | -41 | 0 | -14 | -74 | 6 | -3 | 0 | -9 | -26
COc1ccc(NC(=S)NC23CN4CN(CN(C4)C2)C3)c(OC)c1 | -18 | 10 | -17 | -7 | 16 | -8 | -12 | 0 | 8 | 6 | 6
O=C(Cc1cscn1)c1ccc(O)cc1O | -2 | -5 | -19 | -8 | -8 | 3 | -24 | 2 | 6 | 7 | -13
Cc1cccc(C)c1NC(=O)CS(=O)CC(=O)NCC1OCCc2ccccc21 (stereo not drawn) | 22 | 9 | -6 | 4 | 17 | -7 | -20 | 3 | -5 | -5 | -17
CC(C)C[C@H](NC(=O)NCc1ccc(Cl)cc1)C(=O)O | 7 | 4 | 17 | -4 | 9 | 20 | -15 | 0 | 2 | 13 | 21
O=C1C(c2ccc(F)cc2)N(C2CCCCC2)C(=O)CN1C1CCCC1 (stereo not drawn) | -3 | -4 | -6 | -3 | 11 | 3 | 9 | -3 | 4 | -2 | -38
CC(C)C(c1nnnn1Cc1cccs1)N1CCN(C(=O)c2ccco2)CC1 (stereo not drawn) | -10 | 1 | 3 | -7 | 9 | 8 | -8 | 1 | 4 | 3 | -5
CC1Cc2ccccc2N1C(=O)COc1cccc(-n2cnnn2)c1 (stereo not drawn) | -3 | -2 | 7 | 0 | 6 | -8 | 4 | 2 | 1 | -8 | 10
O=C1NC[C@H](CCCCN2CCN(CCc3ccccc3)C(=O)C2=O)N(Cc2ccccc2)C1=O | -6 | 11 | 1 | -18 | · | · | · | · | · | · | 15
O=C(c1cn(Cc2ccccc2)nc1-c1cccnc1)N1CCN(Cc2c(F)cccc2Cl)CC1 | -3 | 15 | 21 | 4 | 18 | 27 | 0 | 1 | -31 | 5 | 0
CO/N=C/c1cc([N+](=O)[O-])ccc1Sc1ccc(C)cc1 | 6 | 9 | -6 | 0 | 8 | 14 | 12 | 1 | -12 | -5 | 15
COC(=O)COc1ccccc1C(=O)Nc1ccc(OC)cc1 | 27 | 4 | -3 | 3 | -5 | 2 | -10 | -3 | -17 | 1 | -2
Cc1nonc1NC(=O)c1ccc(Cl)c(S(=O)(=O)N2CCCCC2)c1 | 3 | 10 | 7 | 2 | 12 | 5 | · | 1 | -6 | 18 | 3
CCN(Cc1ccccc1)S(=O)(=O)c1cn(C)cn1 | -5 | 7 | 4 | -8 | -16 | -7 | -5 | 4 | 0 | 3 | 13
O=c1cc(-c2ccccc2)oc2c1CCCC2 | -16 | -104 | 6 | -26 | -41 | -4 | 6 | · | -20 | · | -13

An excerpt from above in order of length of the SMILES, lowest first:
SMILES | NR2E3 ag-1 | HIF-2a block | TROY NFkB inh | TRAIL sens C8 | Peg3 promoter | CF NFkB block | Shn3 3UTR inh | NR2E3 ag-2 | KKLEB cytotox | MITF TRPM1 inh | TWEAK Fn14 block
O=c1cc(-c2ccccc2)oc2c1CCCC2 | -16 | -104 | 6 | -26 | -41 | -4 | 6 | · | -20 | · | -13
O=C1C(c2ccc(F)cc2)N(C2CCCCC2)C(=O)CN1C1CCCC1 (stereo not drawn) | -3 | -4 | -6 | -3 | 11 | 3 | 9 | -3 | 4 | -2 | -38
Cc1nonc1NC(=O)c1ccc(Cl)c(S(=O)(=O)N2CCCCC2)c1 | 3 | 10 | 7 | 2 | 12 | 5 | · | 1 | -6 | 18 | 3
O=C1NC[C@H](CCCCN2CCN(CCc3ccccc3)C(=O)C2=O)N(Cc2ccccc2)C1=O | -6 | 11 | 1 | -18 | · | · | · | · | · | · | 15

(listing goes on)
SMILES | NR2E3 ag-1 | HIF-2a block | TROY NFkB inh | TRAIL sens C8 | Peg3 promoter | CF NFkB block | Shn3 3UTR inh | NR2E3 ag-2 | KKLEB cytotox | MITF TRPM1 inh | TWEAK Fn14 block
C=CCOc1c(CNC2CCCC2)cc(Cl)cc1OC | 10 | 18 | 8 | 23 | 13 | -3 | -9 | 0 | -4 | -1 | -15
CCOC(=O)c1ccc(NS(=O)(=O)c2cc3c4c(c2)CCN4C(=O)CC3)cc1 | 63 | 11 | -6 | 5 | 5 | -7 | 35 | -2 | 0 | 2 | 3
CCN(CC)c1ccc(C(=O)NNC(=O)CN2C(=O)NC(C)(c3ccccc3)C2=O)cc1 (stereo not drawn) | 11 | -56 | -5 | -20 | -41 | -2 | -1 | 0 | 14 | -13 | 3
Cc1ccc2nc(SCc3nnc(-c4ccccc4)o3)[nH]c2c1 | -18 | -35 | -11 | -21 | 2 | 15 | 13 | -3 | -1 | 4 | 2
O=C1[C@@H]2[C@@H](CN3CN(c4ccccc4)N=C(c4ccccc4)[C@@]23c2ccccc2)C(=O)N1c1ccccc1 | -1 | -8 | -2 | 3 | 13 | 4 | 2 | · | 3 | 3 | -18
O=C(CCC(=O)N1CCN(c2ccc(F)cc2)CC1)c1ccc(Cl)cc1 | 22 | -4 | 3 | -4 | 17 | 25 | 14 | 2 | -5 | 9 | 2
O=C1Nc2ccccc2S/C1=C/NCc1ccccc1Cl | -19 | -91 | 9 | 6 | -51 | 3 | -9 | 3 | 5 | -12 | -11
O=C(c1ccccc1)C1CN(c2ccccc2)CC1c1ccc(Cl)cc1 (stereo not drawn) | 13 | -1 | -9 | 14 | 8 | 24 | 11 | 1 | -12 | -10 | -5
CCCCc1c(O)nc(SCC(=O)Nc2ccc(OC)cc2)n(-c2ccc(C)c(C)c2)c1=O | 11 | 7 | -8 | -3 | -1 | -14 | -27 | · | -4 | · | 4
COc1ccc(C(=O)/C=C/c2cn(CC(O)CN3CCN(C)CC3)c3ccccc23)cc1OC (stereo not drawn) | -9 | -33 | 13 | 22 | -11 | 0 | -13 | 2 | -3 | -2 | -3
COc1ccc(C2CC(c3ccccc3)=NN2C(=O)COC(=O)COc2ccccc2)cc1 (stereo not drawn) | -44 | -38 | -10 | -6 | -23 | 6 | -10 | 4 | -2 | -3 | -4
Cc1cnc2cc([N+](=O)[O-])ccc2n1 | -1 | 3 | -5 | -3 | -10 | -2 | 27 | -1 | -10 | 5 | -16
Cc1ccc(S(=O)(=O)/N=C/c2ccc(N(C)C)cc2)cc1 | 14 | 7 | -33 | 4 | 14 | -22 | -7 | 3 | 3 | 6 | -11
COc1ccc(-c2cc(=O)oc3cc(OC(C)C(=O)NCc4ccccn4)ccc23)cc1 (stereo not drawn) | -11 | 14 | -3 | -5 | 12 | -5 | -5 | -4 | 2 | 3 | -17
CC(C)CC(NC(N)=O)C(=O)OCC(=O)Nc1ccc(OC(F)F)cc1 (stereo not drawn) | 7 | 4 | -2 | 17 | 7 | -8 | 6 | 3 | -4 | 7 | -2
CCOc1ccc2nc(SCC(=O)N(CC(C)C)c3c(N)n(CC(C)C)c(=O)[nH]c3=O)[nH]c2c1 | 8 | 10 | 1 | -5 | -11 | -1 | 4 | · | 4 | · | 14
CCOc1ccc(CCNC(=O)C2CC(=O)N(Cc3ccc(OC)cc3)C2)cc1OCC (stereo not drawn) | -10 | 15 | -6 | 10 | 12 | -15 | -10 | -3 | 4 | -3 | -18
COC(=O)c1c(NC(=O)COC(=O)c2ccc(NC(=O)CC#N)cc2)sc2c1CCCCC2 | 17 | 9 | 21 | 3 | 27 | 1 | 4 | 2 | 1 | 24 | 16
Cc1ccc(/C(N)=N/OC(=O)Cc2ccccc2)cc1 | -65 | -201 | -66 | 1 | -200 | 1 | -31 | -3 | -1 | -69 | -35
Cc1ccccc1N1CCN(S(=O)(=O)Cc2ccccc2)CC1 | -12 | -52 | -41 | 8 | -20 | -13 | 10 | 7 | 2 | 0 | -5
Cc1nn(-c2ccccc2)c(C)c1NC(=O)CCl | 9 | 13 | 4 | -2 | 14 | 4 | -12 | 6 | 0 | 5 | 7
COc1ccc(OCC(=O)NC2CCCCCCC2)cc1 | -8 | -95 | -42 | 0 | -62 | 3 | -1 | 1 | 13 | -21 | -24
COc1ccc(Cc2nnc(SCC(=O)Nc3ccc(N4CCOCC4)cc3)n2C)cc1 | -1 | -4 | 5 | 18 | -12 | -9 | -8 | 3 | -3 | 4 | -1
Cc1nc(NC(=O)CSc2nc3cccnc3n2Cc2ccccc2)sc1C | 0 | 14 | 11 | 0 | 32 | -5 | 21 | -4 | -1 | 0 | -26
NS(=O)(=O)c1ccc(CCNC(=O)COC(=O)CCN2C(=O)C3CC=CCC3C2=O)cc1 (stereo not drawn) | 18 | 11 | -1 | -8 | 0 | 2 | -21 | 0 | 4 | 2 | 7
Cc1ccccc1NC(=O)CSc1nnc(-c2ccoc2C)n1CCc1ccccc1 | -19 | 17 | 0 | 5 | 25 | -7 | 1 | 0 | 0 | 4 | -4
CCC(=O)c1coc2ccc(O)cc12 | -91 | 2 | 32 | -7 | -77 | -2 | -3 | 2 | 3 | -4 | -13
CCc1ccc(NC2CC(=O)N(CCc3ccc(OC)c(OC)c3)C2=O)cc1 (stereo not drawn) | -31 | 10 | 14 | 0 | 16 | 6 | -77 | 1 | -2 | 8 | -6
O=C(C1COc2ccccc2O1)N1CCN(Cc2ccccc2)CC1 (stereo not drawn) | 17 | -36 | -13 | 8 | -7 | 15 | -8 | 3 | -13 | -11 | -2
CC(C)(C)n1nnnc1C(c1cccnc1)N1CCN(c2ccccc2)CC1 (stereo not drawn) | -7 | 2 | 0 | 5 | 6 | -22 | 2 | 1 | 6 | 7 | -20
O=C(CCN1C(=O)C2CCCCC2C1=O)N1CCN(S(=O)(=O)c2ccccc2)CC1 (stereo not drawn) | -6 | -1 | 12 | -8 | 3 | 6 | -8 | -2 | 0 | 6 | 6
Cc1ccc(NC(=O)COC(=O)Cn2cnc3ccccc32)cc1S(=O)(=O)N(C)C | 7 | 21 | -8 | -3 | 4 | 3 | -1 | 2 | -9 | -11 | 1
COc1ccc(S(=O)(=O)N2CCN(C(=O)c3ccc(COc4ccccc4)o3)CC2)cc1 | 4 | 2 | 9 | -2 | 13 | -3 | -5 | · | 12 | · | -11
COc1ccc(CCNS(=O)(=O)c2ccc3c(c2)CCN3C(=O)C2CC2)cc1OC | 12 | 10 | -1 | 0 | -3 | -7 | 4 | -2 | -3 | -6 | -6
O=C(Nc1nc(-c2ccc(Cl)s2)cs1)c1ccncc1 | -17 | -81 | 21 | 11 | -13 | -4 | 60 | 0 | 3 | 13 | 41
